Screens (PubChem)
USP17 block – human USP17-like deubiquitinase inhibition; A8MUK1; purified USP17, Ub-rhodamine cleavage fluorescence, 3 h; inhibition, % at 50 µM; 47,000 compounds, 6.5% hits; AID 1645855
Target sequence (A8MUK1 whole entry, looked up): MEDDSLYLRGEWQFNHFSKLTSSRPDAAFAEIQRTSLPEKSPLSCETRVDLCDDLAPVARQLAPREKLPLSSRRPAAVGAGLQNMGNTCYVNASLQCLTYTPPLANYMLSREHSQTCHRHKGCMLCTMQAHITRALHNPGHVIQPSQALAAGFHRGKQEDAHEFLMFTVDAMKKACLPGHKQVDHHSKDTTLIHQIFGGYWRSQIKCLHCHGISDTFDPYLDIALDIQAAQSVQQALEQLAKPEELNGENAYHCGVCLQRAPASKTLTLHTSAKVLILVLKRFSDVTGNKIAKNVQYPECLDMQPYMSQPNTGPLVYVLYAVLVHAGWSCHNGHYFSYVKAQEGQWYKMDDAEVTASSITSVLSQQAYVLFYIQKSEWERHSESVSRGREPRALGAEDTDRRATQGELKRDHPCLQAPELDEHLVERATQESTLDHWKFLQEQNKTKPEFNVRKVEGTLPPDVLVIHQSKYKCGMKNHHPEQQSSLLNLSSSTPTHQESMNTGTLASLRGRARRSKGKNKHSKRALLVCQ
USP28 inh – inhibitors of human USP28 deubiquitinase. purified USP28, Ub-rhodamine cleavage fluorescence, 30 min. inhibition, % at 25 µM. 47,000 compounds, 3% hits. Q96RU2
USP30 inh – inhibitors of human USP30 deubiquitinase; Q70CQ3; purified USP30, Ub-rhodamine cleavage fluorescence; 47,000 compounds, 5.3% hits; inhibition, % at 25 µM
Target sequence (Q70CQ3 whole entry, looked up): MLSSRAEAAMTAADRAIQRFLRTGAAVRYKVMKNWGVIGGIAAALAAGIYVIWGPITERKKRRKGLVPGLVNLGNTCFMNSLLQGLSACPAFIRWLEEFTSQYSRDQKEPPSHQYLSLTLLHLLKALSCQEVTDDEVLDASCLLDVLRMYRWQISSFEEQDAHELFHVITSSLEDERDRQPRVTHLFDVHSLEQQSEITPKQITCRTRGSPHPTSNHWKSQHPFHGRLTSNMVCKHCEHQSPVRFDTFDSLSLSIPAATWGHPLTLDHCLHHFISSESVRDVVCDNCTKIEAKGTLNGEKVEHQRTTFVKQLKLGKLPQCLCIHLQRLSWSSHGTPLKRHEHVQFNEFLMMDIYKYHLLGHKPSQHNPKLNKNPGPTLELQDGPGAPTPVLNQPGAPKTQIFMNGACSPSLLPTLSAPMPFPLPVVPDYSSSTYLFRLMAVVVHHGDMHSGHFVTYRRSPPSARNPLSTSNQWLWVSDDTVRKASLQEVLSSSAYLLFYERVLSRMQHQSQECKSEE
UCHL1 block – human UCHL1 deubiquitinase inhibition | inhibition, % at 20 µM | purified UCHL1, Ub-rhodamine cleavage fluorescence | 47,000 compounds, 0.2% hits | P09936
USP8 block – blocks human USP8 ubiquitin-rhodamine cleavage. inhibition, % at 20 µM. 47,000 compounds, 4.2% hits. P40818. purified USP8, Ub-rhodamine cleavage fluorescence, 30 min
USP10 inh – blocks human USP10 ubiquitin-rhodamine cleavage | purified USP10, Ub-rhodamine fluorescence, 60 min | inhibition, % at 20 µM | 47,000 compounds, 1.1% hits
USP7 block – inhibitors of human USP7 deubiquitinase. purified USP7, Ub-rhodamine cleavage fluorescence. inhibition, % at 20 µM. 47,000 compounds, 0.3% hits. AID 1645854
OTUD3 inh – human OTUD3 deubiquitinase inhibition. purified OTUD3, Ub-rhodamine fluorescence, 2 h. 47,000 compounds, 0.7% hits. Q5T2D3. inhibition, % at 25 µM
Starred values were filed as active, the others as inactive; nt = no result given. Rule as the data show it: active = inhibition above about 30%; inactive = the rest. An unsorted share of the library. Share with any hit: about 14%.

SMILES	USP17 block	USP28 inh	USP30 inh	UCHL1 block	USP8 block	USP10 inh	USP7 block	OTUD3 inh
CCS(=O)(=O)N1CCC(c2nc(C)c(-c3ccnc(C)n3)s2)CC1	11	10	21	0	22	1	4	15
Cc1ccc(CNC(=O)c2cccc(N3C(=O)N4CCc5c([nH]c6ccccc56)[C@@]4(C)C3=O)c2)cc1	64*	6	18	6	0	20	10	11
Clc1ccccc1CSc1cnc2ccccc2n1	14	18	16	2	8	1	0	16
C=C(NC(=O)C(=C)NC(=O)c1csc(C2=N[C@@H]3c4csc(n4)[C@H]4NC(=O)c5csc(n5)[C@H]([C@](C)(O)[C@@H](C)O)NC(=O)C5CSC(=N5)/C(=C/C)NC(=O)C([C@@H](C)O)NC(=O)c5csc(n5)[C@]3(CC2)NC(=O)[C@H](C)NC(=O)C(=C)NC(=O)[C@H](C)NC(=O)C([C@@H](C)CC)NC2C=Cc3c(C(C)O)cc(nc3[C@H]2O)C(=O)OC4C)n1)C(N)=O (stereo partly drawn)	53*	-15	-88	2	-42	-14	0	-34
Cc1cc(C)cc(NC(=O)c2cc(CN3CCOCC3)on2)c1	-1	-3	-6	-4	7	-2	-4	-14
OCC1CCC2(CC1)CN(Cc1ccc3nccnc3c1)Cc1ccccc1O2 (stereo not drawn)	-20	-12	-12	0	-31	0	-3	-10
Cc1ccc(N(C)S(=O)(=O)c2cc(-c3cnc(C4CC4)o3)ccc2C)cc1	0	2	-6	0	0	2	-1	-4
N#Cc1ccc(C(=O)N2CCC(n3c(=O)[nH]c4cncnc43)CC2)cc1	-1	-1	-15	-2	8	-13	0	-22
CC(=O)N1CCN(C(=O)c2cccc(Cl)c2)CC2(CC(=O)N(C)C2)C1 (stereo not drawn)	-14	13	13	-1	-233	3	0	13
O=C1C(CO)=C[C@H](O)[C@H]2O[C@@H]12	-3	1	-21	0	-5	1	-1	2
O=C(Nc1ccccc1F)C1CCC(=O)N1S(=O)(=O)c1ccccc1 (stereo not drawn)	-4	-6	-21	-4	-9	7	0	-1
COc1ccc(CNC(=O)c2ccc3ncnc(N4CCCC4)c3c2)cc1	0	6	3	2	11	-4	-2	1
Cc1cc2cc(CNC(=O)c3ccccc3C(=O)O)ccc2n1C	5	-19	-89	-13	56*	-8	-17	-22
CC(NCCc1ccc(Cl)cc1)c1nc2scc(-c3ccccc3)c2c(=O)[nH]1 (stereo not drawn)	35*	-4	-24	5	-17	5	-3	-8
O=C(CCc1ccccc1)C[C@H](O)CCc1ccccc1	18	14	23	3	0	0	-5	14
CCC(=O)N1CCCCC1c1cc(-c2ncc(C)[nH]2)nc(C)n1 (stereo not drawn)	-2	-6	-54	-1	-10	-4	0	-5
O=C(Nc1nccn1Cc1ccccc1)c1cc(-c2cccc(Cl)c2)on1	-35	-28	-138	4	80*	5	2	-31
CN1[C@@H](CCC(=O)NCc2cccnc2)CNC(=O)[C@@H]2[C@H]1CCN2C1CCCCC1	-65	12	17	5	-70	0	-10	6
CC1CCN(c2ccc3nnc(CCC(=O)NCCN4CCCC4)n3n2)CC1	-17	-12	-23	-2	-9	-3	-6	-10
Cc1cccc(NC(=O)c2cc3ccccc3c(=O)s2)c1	69*	nt	nt	19	33*	18	26	0

Some of the entries so far, comma-delimited.
SMILES,USP17 block,USP28 inh,USP30 inh,UCHL1 block,USP8 block,USP10 inh,USP7 block,OTUD3 inh
Cc1ccc(CNC(=O)c2cccc(N3C(=O)N4CCc5c([nH]c6ccccc56)[C@@]4(C)C3=O)c2)cc1,64*,6,18,6,0,20,10,11
Clc1ccccc1CSc1cnc2ccccc2n1,14,18,16,2,8,1,0,16
C=C(NC(=O)C(=C)NC(=O)c1csc(C2=N[C@@H]3c4csc(n4)[C@H]4NC(=O)c5csc(n5)[C@H]([C@](C)(O)[C@@H](C)O)NC(=O)C5CSC(=N5)/C(=C/C)NC(=O)C([C@@H](C)O)NC(=O)c5csc(n5)[C@]3(CC2)NC(=O)[C@H](C)NC(=O)C(=C)NC(=O)[C@H](C)NC(=O)C([C@@H](C)CC)NC2C=Cc3c(C(C)O)cc(nc3[C@H]2O)C(=O)OC4C)n1)C(N)=O (stereo partly drawn),53*,-15,-88,2,-42,-14,0,-34
Cc1cc(C)cc(NC(=O)c2cc(CN3CCOCC3)on2)c1,-1,-3,-6,-4,7,-2,-4,-14
OCC1CCC2(CC1)CN(Cc1ccc3nccnc3c1)Cc1ccccc1O2 (stereo not drawn),-20,-12,-12,0,-31,0,-3,-10
Cc1ccc(N(C)S(=O)(=O)c2cc(-c3cnc(C4CC4)o3)ccc2C)cc1,0,2,-6,0,0,2,-1,-4
N#Cc1ccc(C(=O)N2CCC(n3c(=O)[nH]c4cncnc43)CC2)cc1,-1,-1,-15,-2,8,-13,0,-22
CC(=O)N1CCN(C(=O)c2cccc(Cl)c2)CC2(CC(=O)N(C)C2)C1 (stereo not drawn),-14,13,13,-1,-233,3,0,13
O=C1C(CO)=C[C@H](O)[C@H]2O[C@@H]12,-3,1,-21,0,-5,1,-1,2
O=C(Nc1ccccc1F)C1CCC(=O)N1S(=O)(=O)c1ccccc1 (stereo not drawn),-4,-6,-21,-4,-9,7,0,-1

Continuation.
SMILES	USP17 block	USP28 inh	USP30 inh	UCHL1 block	USP8 block	USP10 inh	USP7 block	OTUD3 inh
O=C(Nc1cccc(-c2nc3ncccc3o2)c1)c1ccc([N+](=O)[O-])cc1	20	20	6	-2	20	4	6	-8
NCCc1c(-c2ccncc2)[nH]c2ccccc12	1	9	24	1	1	1	2	17
Fc1ccc(-c2noc([C@@H]3CCCN3Cc3ccncc3)n2)nc1	nt	-12	-54	-2	-9	-9	-6	-10
COc1ccccc1NS(=O)(=O)c1cc(NC(=O)c2ccccc2)ccc1N1CCCC1	2	4	8	4	-74	-3	6	0
Cc1cc(N2CCN(C)CC2)n2nc(CN3CCCCC3C)nc2n1 (stereo not drawn)	39*	-7	-18	0	-42	0	0	-4
CCc1ccc(NC(=O)Cc2nnc3cc(-c4nc(C)no4)ccn23)cc1	55*	30*	22	1	84*	56*	44*	15
COCCCNc1nc(Nc2ccc(OC)c(Cl)c2)c2cnn(C)c2n1	-23	-26	-37	1	-10	0	0	-16
Cc1ccc(N2CCC(C)(C(=O)NCCc3ccccc3)CC2)nn1	-15	-7	-5	-2	4	-1	0	-6
O=C1CCSc2ccc(S(=O)(=O)NCCC3=CCCCC3)cc2N1	0	2	9	-3	3	7	-10	-1
CCN(CC)c1ccc(C(=O)Oc2ccc3oc4ccccc4c3c2)cc1	-1	4	0	0	11	1	13	7
O=c1c2cc(-c3ccccc3)sc2n(Cc2ccc(F)cc2)c(=O)n1-c1ccccc1	9	-3	11	-1	-9	3	0	-2
O=C(NCC1CCCO1)c1ccccc1N1C(=O)[C@@H]2Cc3c([nH]c4ccccc34)C(c3cccc(Cl)c3)N2C1=O (stereo partly drawn)	-49	-16	-153	5	-62	-3	-1	-27
COc1ccc(OC)c(NC(=O)CS(=O)(=O)c2cn(CC(=O)N3CCC(C)CC3)c3ccccc23)c1	51*	19	9	-3	32*	-7	-7	8
Cc1ccccc1Cn1cc(C(=O)O)c(S(=O)(=O)N2CCOCC2)n1	-36	-11	-6	-2	-245	2	-3	-7
O=C(C1CCC(=O)N1S(=O)(=O)c1ccccc1)N1CCN(c2ccccc2F)CC1 (stereo not drawn)	-6	8	0	0	-2	-3	1	4
COc1cc(NC(=O)c2ccc(SCCN3CCOCC3)nc2)cc(OC)c1OC	-19	-1	-30	-3	-38	1	0	-4
COc1ccc(C(=O)NCc2cc(-c3ccc(F)cc3)on2)c(OC)c1	8	0	5	0	9	2	0	1
Cc1nn(-c2nc3ccccc3o2)c2c1C(c1ccc(C(=O)O)cc1)CC(=O)N2 (stereo not drawn)	12	16	21	1	-10	1	0	7
c1ccc(-c2cc(Nc3c4c(nc5ccccc35)CCCC4)n[nH]2)cc1	44*	-14	-45	-3	2	-2	4	-17
Cc1ccc(-n2c(Cc3cccn3C)nnc2SCC(=O)N2CCCC2)cc1	-30	-35	-82	-4	-34	-15	-7	-30
COc1cccc(-c2cc(C(=O)NCC3CCCO3)on2)c1 (stereo not drawn)	6	8	-4	1	-6	0	0	4
CCCC12CN3CC(CCC)(CN(C1)C3[C@@H](O)[C@H](O)[C@H](O)CO)C2=O (stereo partly drawn)	5	7	16	1	21	3	1	19
Cc1ccnc(SCc2cc(=O)n3[nH]c(C)c(-c4ccccc4)c3n2)n1	-15	-4	10	-1	-108	2	-3	-3
COc1cccc(CNC(=O)c2cnn3c4c(cnc23)CCCCC4)c1	0	4	18	-1	-16	5	4	9
Cc1ccc2c(Nc3cccc(C#N)c3)c(C(=O)N3CCCCC3)cnc2n1	-34	-38	-141	-10	-11	-7	-11	-32
O=C(NC1CCCCC1)c1ccc(NC(=O)c2nsc3ccccc23)cc1	9	2	15	0	4	3	9	8
CCc1ccccc1NC(=O)CC1C(=O)N(Cc2cccnc2)c2nc3ccccc3n21 (stereo not drawn)	0	-8	-5	0	0	-2	-9	0
CC(C)CN1CCOC(CNC(=O)c2ccc(Br)cc2)C1 (stereo not drawn)	0	2	7	0	12	0	-3	19
CCOc1cc(=O)n2c(c1C(=O)Nc1cccc(C#N)c1)CCCC2	3	3	-2	-1	-2	0	-3	-9
CN=C(N)NCCC[C@H](N)C(=O)O	16	11	31*	2	24	0	2	8
O=C(NC[C@H]1OC[C@@H]2CCN(Cc3ccco3)C[C@@H]21)c1cnccn1	-8	-9	-18	-6	-124	0	-3	-2
CC(=O)N1CCn2c(c(C(=O)Nc3ccc(Cl)cc3)c3cccnc32)C1	-6	-13	-26	-2	16	-8	-9	-14
CCOc1ccc2c(c1)c(=O)c(C(=O)c1ccc(F)cc1)cn2CC(=O)Nc1ccccc1	4	-1	0	-2	38*	28	17	-1
Cc1ccc(-c2c(C)nn3c(NC4CCCCC4)cc(C)nc23)cc1	9	-4	-1	-1	2	1	4	0
O=C(COC(=O)c1ccc(F)cc1)Nc1ccc2[nH]c(=O)[nH]c2c1	29	23	14	5	-4	12	12	10
Cc1cc(C(=O)NCc2ccco2)n(-c2ccccc2)n1	-4	-9	-10	-3	4	0	0	-6
Cn1c(COc2ccccc2Cl)nnc1SCc1cc(=O)c2ccccc2[nH]1	-9	24	-4	2	10	2	-6	8
COc1ccc(C2CCCN2Cc2cc(OC)c(O)c(OC)c2)cc1 (stereo not drawn)	-13	-12	-29	-5	-49	-1	-1	-8
O=C1CC(c2ccccc2)N(c2nc3ccccc3o2)CCN1 (stereo not drawn)	4	10	21	0	5	1	-8	7
c1cncc(-c2n[nH]c(C3CCCNC3)n2)c1 (stereo not drawn)	8	4	10	3	10	4	7	7
CNC(=O)c1sc2ccccc2c1C1CN(Cc2cccc3cccnc23)CCO1 (stereo not drawn)	nt	-23	-30	-2	-2	-5	-6	-16
Cc1ccc(N(C)C(=O)C2CCC(=O)N2S(=O)(=O)c2ccccc2)cc1 (stereo not drawn)	11	9	21	3	18	-3	0	14
COc1ccc(C2c3[nH]c4ccccc4c3C[C@@H]3C(=O)N(C4CCN(Cc5ccccc5)CC4)CC(=O)N23)c(OC)c1 (stereo partly drawn)	-14	-17	-22	-3	-8	-10	-2	-20
CC1Sc2ccc(S(=O)(=O)CCC(=O)N3CCc4ccccc43)cc2NC1=O (stereo not drawn)	-38	-57	-176	0	-14	1	-4	-78
O=C(COC(=O)c1ccc(S(=O)(=O)N2CCOCC2)cc1)NC1CCCC1	-4	-13	-1	-4	-7	-4	-1	-2
Cc1cccc(C)c1N1CCN(c2n[nH]c(N)n2)CC1	4	11	22	0	5	-3	1	4
Cc1nn2c(CNC(=O)c3ccc4cc[nH]c4c3)c(C)nc2s1	-9	-10	-24	-5	-5	-3	3	-8
COc1ccc(NC(=O)N2CCc3nc4ccccc4n3CC2)cc1	-2	-1	2	3	3	0	2	4
CN1C(=O)N[C@@H](c2ccc(C(=O)O)cc2)[C@@H]2CCCO[C@@H]21	4	0	-5	-2	-6	0	3	-2
COc1ccc(N2CC(C(=O)Nc3nnc4n3CCCS4)CC2=O)cc1 (stereo not drawn)	nt	1	3	-2	-18	1	-1	-1
Cc1cc(C)c(NC(=O)c2cccc(-n3cnnn3)c2)c(C)c1	-14	-3	-1	-4	-7	1	0	-8
O=C(NC1CCCC1)C(c1ccncc1)N(C(=O)c1ccc(-c2ccccc2)[nH]1)c1ccccc1 (stereo not drawn)	-8	0	-19	7	-28	0	-76	-12
CCOc1ccc2[nH]c(=O)c(-c3nc4ccc(C)cn4c3NC3CCCCC3)cc2c1	-7	-23	-147	3	-77	-7	4	-23
Cc1ccc(S(=O)(=O)[C@H]2CS(=O)(=O)C[C@@H]2N2CCCCC2)cc1	-4	-12	-25	0	-3	2	2	-4
C[C@H]1CCC[C@]2(C)C[C@H]3OC(=O)C(CN4CCc5ccccc5C4)[C@H]3C=C12 (stereo partly drawn)	-8	0	6	0	-4	12	4	-10
Cc1sc(NC(=O)CN2CCCCCC2)nc1-c1ccc2c(c1)CCN2C(=O)CC(C)(C)C	9	8	7	2	19	2	-11	16
O=S1(=O)NC[C@H]2CCN(Cc3ccccc3)CC[C@H]21	12	9	17	-1	-10	1	-1	12
